MRP reversal – MRP-mediated drug resistance reversal. H69AR cells + 2 uM doxorubicin, CellTiter-Glo, 72 h. differential viability (reversal), % at 10 µM. hit rate 0.04% among 85,000. AID 602;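 active means viability drop by adding the cancer drug above about 55%, with treated viability meeting a 40% cutoff, limit read from the data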;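 further: viability without doxorubicin minus viability with 2 µM doxorubicin for each compound; larger differential means the compound sensitizes cells more to doxorubicin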
NFkB transloc pot – enhances IL-1B driven NFkB nuclear translocation; HUVEC IL-1B NFkB p65 nuclear translocation imaging; activation, % at 2 µM; hit rate 0.3% among 94,000;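 active means activation above 40%, about the mean plus 3 SD, also judged a hit on visual image review; inconclusive means activation above 40% but not a hit on visual review; inactive means activation not above 40% and no visual hit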;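 further: percent activation is computed from the nuclear over cytoplasmic p65 intensity ratio; values of inactives mirror those of a sister screen read the other way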
PLAP inhibitors HTS – PLAP enzyme inhibitors, biochemical, luminescence, HTS (AID 690); purified PLAP, luminescent substrate; higher % means a stronger effect; inhibition, % at 20 µM; hits with a dose series show IC50 in µM; hit rate 0.08% among 96,000; in the data active means a potency from the dose series; inactive means the rest, 99 in 100 with inhibition below about 30%; further: strong numbers were not always called active
NFkB transloc inh – blocks IL-1B driven NFkB nuclear translocation in HUVEC cells; HUVEC IL-1B NFkB p65 nuclear translocation imaging; AID 796; hit rate 0.43% among 94,000; inhibition, % at 2 µM;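 active means inhibition above about 30% together with a positive call from visual inspection of the well image, limit read from the data; inconclusive means inhibition above a set limit but visual check negative; inactive means inhibition not above a set limit, visual check negative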;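 further: nuclear over cytoplasmic p65 intensity ratio measured by imaging; 0% = IL-1B stimulated DMSO wells and 100% = unstimulated DMSO wells; values of inactives mirror those of a sister screen read the other way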
Bcl-B displacement – displacers of TR3 peptide from Bcl-B, primary screen, selectivity assay for Bfl-1 inhibitor project, biochemical, fluorescence polarization; hit rate 0.11% among 96,000; one-dose displacement, % at 20 µM; IC50 in µM for titrated hits; FP displacement of FITC-TR3 peptide from Bcl-B; higher % means a stronger effect;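 active means displacement above 50% at 20 µM plus a fluorescence interference ratio under 1.5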;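 further: plate controls were wells without compound for no effect and wells lacking Bcl-B protein for full effect; a part of the inactive calls stands beside numbers as strong as those of hits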
MRP reversal cytotoxicity – recorded beside MRP reversal, whose call it bears; viability, %; H69AR cells, CellTiter-Glo, 72 h; measured here: cytotoxicity without doxorubicin
MRP reversal with doxorubicin – recorded beside MRP reversal, whose call it bears; viability, %; measured here: viability with 2 uM doxorubicin; stronger effect = lower value
NFkB transloc inh cell count 2 µM – further read-out of NFkB transloc inh, marked with its call; cell count; measured here: cells passing quality filter;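 raw number of nuclei counted in each imaged well without normalization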
NFkB transloc pot cell count 2 µM – further read-out of NFkB transloc pot, marked with its call; cell count; measured here: cells passing quality filter
* marks the source's active call; other numbers are inactive results; ? = inconclusive; nt = no result given.

SMILES	MRP reversal	MRP reversal cytotoxicity	MRP reversal with doxorubicin	NFkB transloc pot	NFkB transloc pot cell count 2 µM	PLAP inhibitors HTS	NFkB transloc inh	NFkB transloc inh cell count 2 µM	Bcl-B displacement
CC(=O)c1cccc(N2C(=NC(=O)C(C)C)SC3CS(=O)(=O)CC32)c1 (centres undefined)	nt	nt	nt	5.1	84	-19.0%	-5.1	84	-2.7%
COc1cccc(C2C(C(=O)c3cc4ccccc4o3)=C(O)C(=O)N2CCN(C)C)c1OC (centres undefined)	-5.1	83.2	88.3	10.3	154	nt	-10.3	154	nt
Cc1ccc(-n2nnnc2SCC(N)=O)c(C)c1	3.9	88.0	84.1	9.1	100	12.8%	-9.1	100	-8.9%
O=C1c2cccc3cc(Br)cc(c23)C(=O)N1Nc1ccccc1	nt	nt	nt	?	nt	1.0%	-41.4	106	-11.3%
CSc1nc(NCc2ccccc2)c2c3c(sc2n1)CN(C)CC3	nt	nt	nt	14.6	125	-53.5%	-14.6	125	8.4%
O=C(COC(=O)c1n[nH]c2ccccc12)NC(=O)NCc1ccco1	1.9	91.7	89.7	1.1	131	-48.2%	-1.1	131	-5.6%
COc1ccccc1C(=O)Nc1nc(-c2ccc(S(=O)(=O)N3CCOCC3)cc2)cs1	-11.5	44.9	56.3	-13.1	142	-71.3%	13.1	142	-0.8%
CCn1c(C)csc1=NC(=O)c1ccccc1O	-15.2	73.2	88.4	nt	nt	19.6%	nt	nt	-11.5%
Nc1nc(CSc2nc3ccccc3[nH]2)nc(N2CCOCC2)n1	24.2	96.7	72.5	-3.6	125	-2.3%	3.6	125	0.0%
COc1ccc(CNCCCO)cc1OC	12.2	111.1	98.9	-2.4	109	nt	2.4	109	nt
CC(=O)Nc1ccc(S(=O)(=O)CCC#N)cc1	-4.0	96.7	100.7	0.5	101	nt	-0.5	101	nt
Cc1ccc2nc(NC(=O)C3CCN(S(=O)(=O)c4cccnc4)CC3)sc2c1	-11.2	62.0	73.2	6.7	53	-10.2%	-6.7	53	2.7%
CCN(CC)S(=O)(=O)c1cccc(C(=O)OCc2cc(=O)n3nc(C)sc3n2)c1	10.4	97.4	87.0	-22.9	99	-7.2%	22.9	99	8.5%
CCCSc1nc(C)cc(=O)[nH]1	4.0	98.3	94.2	-18.4	113	18.8%	18.4	113	-5.7%
COc1cc2c(C(=O)NCc3ccccn3)cn(CC(C)C)c(=O)c2cc1OC	-2.5	76.7	79.2	nt	nt	-10.4%	nt	nt	-1.8%
CCC(c1nnnn1Cc1ccco1)N(Cc1cc2cc(C)cc(C)c2[nH]c1=O)CC1CCCO1 (centres undefined)	-0.5	71.2	71.8	11.7	81	-63.2%	-11.7	81	-77.2%
O=C(Cn1c(-c2cscn2)nc2ccccc21)Nc1cc(F)ccc1F	9.7	81.5	71.8	6.5	122	-1.0%	-6.5	122	-7.6%
COC(=O)C(N)Cc1ccc(O)c(O)c1 (centres undefined)	-23.6	79.6	103.2	11.1	192	10.2µM*	-11.1	192	-15.7%
COc1ccc2c(c1)-c1ccccc1S(=O)(=O)N2C	-13.7	57.7	71.4	-7.9	189	9.9%	7.9	189	-12.6%
COc1ccc(Cn2nnnc2C(c2cccs2)N2CCN(c3ccccc3)CC2)cc1 (centres undefined)	-3.8	84.4	88.1	-0.2	171	6.7%	0.2	171	1.2%
COc1ccc(-c2cc(C(F)(F)F)nc(SCC(=O)NCc3cccs3)n2)cc1	nt	nt	nt	1.7	171	-8.8%	-1.7	171	-1.2%
COc1ccccc1NC(=S)NNC(=O)c1cc(C)nn1C	nt	nt	nt	5.2	174	-197.7%	-5.2	174	2.2%
O=c1c2c3nc4ccccc4nc3n(/N=C/c3cccs3)c2ncn1-c1ccccc1	-30.8	29.7	60.5	nt	nt	-41.3%	nt	nt	0.1%
COc1cccc(N/C=C(\C#N)c2ccc(OCCCF)cc2)c1	-1.6	67.0	68.7	3.2	95	25.9%	-3.2	95	0.2%
CCCCCCN1CC(O)=C(c2ccccc2)C1=N	6.0	87.8	81.9	14.2	187	14.1%	-14.2	187	-3.0%
O=C(CN1C(=O)c2cccc3cccc1c23)N1CCc2ccccc2C1	nt	nt	nt	-0.6	161	-7.0%	0.6	161	-1.2%
O=C(COC(=O)c1cccnc1Nc1ccccc1F)NCc1ccc2c(c1)OCO2	13.1	85.1	72.0	-2.4	144	-2.3%	2.4	144	16.8%
Cc1cccc(OCCOCCSc2ncccn2)c1	7.3	94.1	86.8	14.8	194	-18.2%	-14.8	194	-11.9%
N#CCCN1CCN(C(CNS(=O)(=O)c2ccc(Cl)cc2)c2ccccc2)CC1 (centres undefined)	4.2	99.2	95.1	-10.2	157	-52.0%	10.3	157	4.3%
CC(C)CCNc1nnnc2c1sc1nc(N3CCOCC3)c3c(c12)CC(C)(C)SC3	-24.4	47.9	72.3	13.5	196	-35.0%	-13.5	196	-16.3%
Cc1ccc(N2CC3=C(C2=O)C(c2ccccc2)NC(=O)N3C)cc1 (centres undefined)	nt	nt	nt	-14.2	177	-13.4%	14.2	177	20.3%
CC(C)=CC(=O)Nc1ccc2c(c1)OCO2	11.1	100.1	89.0	-8.4	152	14.4%	8.4	152	-11.0%
CCN(CC)CCCN1C(=O)C(O)=C(C(=O)c2cc3ccccc3o2)C1c1ccccn1 (centres undefined)	4.5	97.4	92.9	-0.1	97	8.6%	0.1	97	0.7%
O=C(CSc1nnc2c(Cl)cc(Cl)cn12)NC1CCS(=O)(=O)C1 (centres undefined)	-6.5	85.6	92.1	12.6	193	-9.5%	-12.6	193	-2.9%
CN1CCN(CCCCOc2ccc(F)cc2)CC1	3.8	92.3	88.6	nt	nt	-19.6%	nt	nt	-4.1%
COc1ccc(CCNC(=O)c2cc(-c3cccs3)on2)cc1OC	13.2	84.5	71.3	7.7	189	-9.1%	-7.7	189	11.5%
Cc1cccc(NC(=O)NCCN2C(=O)C3C4C=CC(C4)C3C2=O)c1 (centres undefined)	12.4	97.8	85.3	nt	nt	-13.0%	nt	nt	4.8%
CC(NC(=O)Cn1cnnn1)C12CC3CC(CC(C3)C1)C2 (centres undefined)	6.0	93.0	87.0	-5.9	98	4.7%	5.9	98	-18.2%
CCc1ccc(-c2cc(C(=O)Nc3ccc(S(=O)(=O)NC(C)=O)cc3)c3ccccc3n2)cc1	nt	nt	nt	-2.5	105	-31.7%	2.5	105	-13.4%
COC(=O)c1nc(NC(=O)c2ccc(Cl)cc2)n[nH]1	4.4	109.1	104.7	nt	nt	-3.6%	nt	nt	-9.3%
Cc1csc(SCC(=O)Nc2cccc3nsnc23)n1	-9.5	71.4	81.0	13.2	151	15.3%	-13.2	151	-8.7%
CN(C(=O)c1c(Cl)nc2sccn12)C1CCCCC1	-24.5	59.1	83.5	10.0	113	-7.5%	-10.0	113	-2.4%
c1ccc2c(CNc3ccc(CNc4ncn[nH]4)cc3)cccc2c1	7.3	90.2	82.9	13.4	84	nt	-13.4	84	nt
CCOc1cc(NC(=S)Nc2cccc(OC)c2)c(OCC)cc1NC(=O)C(C)C	nt	nt	nt	6.9	153	6.3%	-6.9	153	-9.9%
O=C(Nc1ccccc1N(C(=O)c1ccco1)S(=O)(=O)c1cccs1)c1ccco1	nt	nt	nt	10.7	164	-14.2%	-10.7	164	-11.4%
COCCNC(=O)C(c1ccc(C)o1)N(CC1CCCO1)C(=O)Cn1nnc2ccccc21 (centres undefined)	-35.9	63.8	99.7	21.3	190	-44.4%	-21.3	190	-14.1%
O=C(NCc1ccco1)c1ccccc1Br	3.0	99.8	96.8	14.4	126	11.8%	-14.4	126	-14.5%
CN(C)CC(C)(C)CNS(=O)(=O)CC12CCC(CC1=O)C2(C)C (centres undefined)	nt	nt	nt	-6.3	117	-6.8%	6.3	117	8.7%

An excerpt of these results, bar-delimited.
Structure | MRP reversal | MRP reversal cytotoxicity | MRP reversal with doxorubicin | NFkB transloc pot | NFkB transloc pot cell count 2 µM | PLAP inhibitors HTS | NFkB transloc inh | NFkB transloc inh cell count 2 µM | Bcl-B displacement
COC(=O)c1nc(NC(=O)c2ccc(Cl)cc2)n[nH]1 | 4.4 | 109.1 | 104.7 | nt | nt | -3.6% | nt | nt | -9.3%
Cc1csc(SCC(=O)Nc2cccc3nsnc23)n1 | -9.5 | 71.4 | 81.0 | 13.2 | 151 | 15.3% | -13.2 | 151 | -8.7%
CN(C(=O)c1c(Cl)nc2sccn12)C1CCCCC1 | -24.5 | 59.1 | 83.5 | 10.0 | 113 | -7.5% | -10.0 | 113 | -2.4%

The list continues.
SMILES	MRP reversal	MRP reversal cytotoxicity	MRP reversal with doxorubicin	NFkB transloc pot	NFkB transloc pot cell count 2 µM	PLAP inhibitors HTS	NFkB transloc inh	NFkB transloc inh cell count 2 µM	Bcl-B displacement
COc1ccc(S(=O)(=O)n2c(CCN3CCOCC3)nc3ccccc32)cc1	2.7	96.5	93.8	nt	nt	-83.8%	nt	nt	-1.6%
COc1cc2c(cc1OC)/C(=C/C(=O)N1CCOCC1)NC(C)(C)C2	2.4	82.4	80.0	0.1	117	-44.1%	-0.1	117	1.6%
COc1ccc(NC(=O)CN2CCN(c3nc(-c4cccc(OC)c4)cs3)CC2)cc1	15.4	98.1	82.7	-6.8	89	nt	6.8	89	nt
O=S(=O)(NC1CCCCC1)c1ccc(-c2csnn2)s1	-7.2	92.9	100.1	-9.3	158	23.1%	9.3	158	-6.1%
Cc1cc(NC(=O)c2cc(-c3cccs3)nc3ccccc23)no1	nt	nt	nt	7.6	55	-0.4%	-7.6	55	1.7%
CCn1nnc(C(=O)O)c1C(=O)O	7.5	99.6	92.1	5.6	92	4.5%	-5.6	92	0.9%
CCOc1c2ccc(C(=O)NCc3ccc(C(F)(F)F)cc3C(F)(F)F)cc2nn1C	nt	nt	nt	-7.3	68	1.6%	7.3	68	4.5%
COc1ccc(-c2sccc2C(C)C(=O)O)cc1 (centres undefined)	11.2	95.3	84.2	11.1	117	-37.0%	-11.1	117	5.0%
O=C(CSc1nnc(COc2ccccc2)o1)c1ccccc1	11.7	109.1	97.5	8.3	73	30.1%	-8.3	73	-6.9%
C=C(C)Cn1c(N2CCCC2)nc2c1c(=O)[nH]c(=O)n2C	10.3	96.9	86.6	-7.8	177	4.3%	7.8	177	-2.9%
CC(=O)Nc1cc(C(=O)N2CCCC2)ccc1S(=O)(=O)c1ccc(C)cc1	-9.9	86.7	96.5	18.1	115	-2.8%	-18.1	115	-2.2%
O=C(O)c1ccc(NC(=O)C2CC=CCC2C(=O)O)cc1 (centres undefined)	18.1	92.2	74.2	0.0	185	3.6%	0.0	185	4.1%
COc1cc2c3c(c1)-c1c(sn(-c4cc(OC)ccc4OC)c1=S)C(C)(C)N3C(=O)C2=O	0.4	3.9	3.5	5.2	163	-9.0%	-5.2	163	-6.2%
O=C(NS(=O)(=O)c1ccc(NC(=O)C2CCCO2)cc1)c1ccccc1 (centres undefined)	-6.8	85.9	92.8	-3.7	87	nt	3.7	87	nt
CCOc1ccc(C(C)=O)cc1N1C(=O)C2C3C=CC(O3)C2C1=O (centres undefined)	nt	nt	nt	9.4	153	-20.5%	-9.4	153	11.1%
COc1ccc2c(c1)CCc1sc(NC(=O)c3ccc(C)cc3)nc1-2	5.5	82.5	77.0	2.6	168	-0.5%	-2.6	168	0.1%
COCCCN1C(=O)C(O)=C(C(=O)c2ccco2)C1c1cccc(Br)c1 (centres undefined)	6.7	97.2	90.5	-7.2	195	-30.9%	7.2	195	-11.4%
CC(=O)c1cccc(NC(=O)N2CCCC2C(=O)Nc2cccc(C)c2C)c1 (centres undefined)	18.1	88.0	69.8	8.4	118	18.8%	-8.4	118	-1.5%
Cc1ccc(C(=O)CSc2nnc(-c3ccc4[nH]c(C)c(C)c4c3)o2)cc1C	nt	nt	nt	2.2	134	-52.9%	-2.2	134	-19.6%
CCOC(=O)Cc1ccc(NC(=O)c2ccc(C(C)(C)C)cc2)cc1	13.8	67.5	53.6	-15.7	168	-5.2%	15.7	168	-6.1%
O=C(Cc1cccs1)N(Cc1cccs1)C1(C(=O)NC2CCCC2)CCCCC1	12.9	97.3	84.4	6.4	216	-78.1%	-6.4	216	4.3%

Source: PubChem (several laboratories)

These rows are one share of the data (hit frequency here may not be typical).
